# High-throughput results deposited in PubChem by National Center for Advancing Translational Sciences (NCATS).
# Caspase-1 inhib: allosteric or competitive inhibitors of human caspase-1; P29466; 75,000 tested, 0.03% active; Potency, µM (doses to about 57.5 µM), for inactives: top-dose activity change, negative = inhibition, hits mostly inhibitors; Caspase-1 enzyme, Ac-WEHD-AFC fluorogenic rate;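 further: potency means the concentration at half of the fitted maximal effect; plate controls were vehicle for no effect and no substrate for full effect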
# FLuc inh: inhibitors of firefly luciferase; P08659; purified firefly luciferase, luminescence, 8 min; Potency, µM (titrated, usually from 57.1 µM), inactives show at the highest dose activity change, negative = inhibition, hits mostly inhibitors; 72,000 tested, 2.2% active; AID 411; further: potency means the concentration at half of the fitted maximal effect; on the % scale 0 is the no-effect control and ±100 the full control effect; nearly all actives have a fitted effect of over 40% in size
#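 Luminescence read-out after 8 min at room temperature; enzyme reaction used luciferin plus 10 uM ATP (linear range) in imidazole buffer pH 7.2 with KCl, MgCl2, Tween 20 and BSA. Each sample was run as a titration.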
# BRCT PPI red: BRCT-phosphoprotein interaction inhibition (red fluorophore); BRCT-phosphopeptide binding, red fluorescence polarization; Potency, µM (top dose mostly 76.9 µM), for the others: at the top dose activity change, negative = inhibition, most hits filed as inhibitors; 75,000 tested, 0.03% active; AID 892; further: on the % scale 0 is the no-effect control and ±100 the full control effect
#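 Rhodamine-labelled pBACH1 10-mer (100 nM) bound to BRCT domain (100 nM) at pH 7.3; compounds incubated 12 min room temperature, polarization read. Free peptide defines full inhibition; unlabelled decapeptide titrated as control.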
# Caspase-7 inhib: blocks human caspase-7 allosterically or competitively | P55210 | recombinant caspase-7, Ac-DEVD-AFC fluorescence rate | Potency, µM (top dose mostly 57.5 µM), for inactives: top-dose activity change, negative = inhibition, usual class: inhibitors | 75,000 tested, 0.02% active; active means well fitted inhibition curve with a large enough effect in the main read-out, with a control signal flat, not every such curve was filed as active; inconclusive means small, poorly fitted or top-dose-only effect, or a change in a side signal; further: potency means the concentration at half of the fitted maximal effect; % of control where 0% means no effect
# Target sequence (P55210 24-198 limits assumed): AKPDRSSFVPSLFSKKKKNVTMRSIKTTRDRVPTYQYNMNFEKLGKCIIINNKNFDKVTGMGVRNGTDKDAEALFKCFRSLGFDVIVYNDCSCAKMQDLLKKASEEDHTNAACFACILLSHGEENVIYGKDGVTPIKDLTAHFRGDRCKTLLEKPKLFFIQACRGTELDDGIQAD
# Target sequence (P55210 207-303 limits assumed): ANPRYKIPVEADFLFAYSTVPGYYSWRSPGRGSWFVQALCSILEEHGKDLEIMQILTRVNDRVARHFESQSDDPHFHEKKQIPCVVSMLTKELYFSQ
# BRCT inh green: inhibitors of human BRCA1 BRCT-phosphoprotein interaction (green fluorophore); AID 875; P38398; 75,000 tested, 0.05% active; BRCA1 BRCT-phosphopeptide binding, green fluorescence polarization; Potency, µM (top dose mostly 76.9 µM), inactives show at the top dose activity change, negative = inhibition, usual class: inhibitors;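 further: potency means the concentration at half of the fitted maximal effect; plate controls were peptide without protein for full effect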
#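 Fluorescence polarization: His-tagged BRCT (~35 kDa BRCA1 C-terminus, 250 nM) bound to 100 nM fluorescein-labeled phosphorylated 10-aa BACH1 peptide, pH 7.3 phosphate buffer with DTT and Tween 20. Compounds incubated 12 min at room temperature; inhibition read as lowered polarization.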
# ERK AVP inh: vasopressin-driven ERK pathway inhibition. HEK293-V1b, vasopressin-stimulated pERK AlphaScreen. Potency, µM (series often up to 57.5 µM), inactives show top-dose activity, negative = inhibition, usual class: inhibitors. 72,000 tested, 0.99% active. AID 995; further: potency means the concentration at half of the fitted maximal effect; on the % scale 0 is the no-effect control and ±100 the full control effect; nearly all actives have a fitted effect of over 55% in size
#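 qHTS, compounds titrated on V1b-expressing HEK293 cells. Preincubation 30 min at 37C, vasopressin 25 nM for 5 min, lysis 10 min, bead incubation 5 hr at room temperature.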
# HEK293 cAMP ctrl: counter-screen for TSHR agonists: cAMP increase in parental HEK293; parental HEK293 CNG cAMP sensor, membrane potential fluorescence; Potency, µM (top dose mostly 57.1 µM), for the others: top-dose activation, actives largely listed as activators; 73,000 tested, 2.5% active; AID 938; further: potency means the concentration at half of the fitted maximal effect; % of control where 0% means no effect; nearly all actives have a fitted effect of over 55% in size
#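 Parental HEK 293 cells stably expressing a modified CNG channel (no TSHR) report cAMP rise as membrane depolarization. Membrane potential dye with 100 uM RO 20-1724 was loaded for 60 min at room temperature, then compound added for 30 min; fluorescence read at 590 nm.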
# USP2a inh: blocks human ubiquitin-specific protease USP2a; O75604; USP2a enzymatic assay, qHTS inhibition; Potency, µM (highest dose often 38.3 µM), for inactives: at the top dose activity change, negative = inhibition, hits mostly inhibitors; 60,000 tested, 0.1% active;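 further: potency means the concentration at half of the fitted maximal effect; nearly all actives have a fitted effect of over 60% in size; plate controls were DMSO for no effect and NEM full inhibition control for full effect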
#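 Inhibition is measured in a cell-free coupled assay with 20 nM USP2 core, 20 nM Ub-PLA2 and 20 uM NBD C6-HPC, 2.5 h incubation. Activity normalized to NEM control.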
# Tau filament bind: binds recombinant human tau filaments; P10636; Potency, µM (doses to about 57.1 µM), inactives show at the top dose activity change, negative = inhibition; AID 596; recombinant tau filaments, thioflavin S fluorescence, 15 h; filaments grown with octadecylsulfate alongside compound; 71,000 tested, 2% active;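 further: potency means the concentration at half of the fitted maximal effect; on the % scale 0 is the no-effect control and ±100 the full control effect; actives lower thioflavin S fluorescence by blocking filaments or displacing dye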
# Target sequence (P10636 whole entry, looked up): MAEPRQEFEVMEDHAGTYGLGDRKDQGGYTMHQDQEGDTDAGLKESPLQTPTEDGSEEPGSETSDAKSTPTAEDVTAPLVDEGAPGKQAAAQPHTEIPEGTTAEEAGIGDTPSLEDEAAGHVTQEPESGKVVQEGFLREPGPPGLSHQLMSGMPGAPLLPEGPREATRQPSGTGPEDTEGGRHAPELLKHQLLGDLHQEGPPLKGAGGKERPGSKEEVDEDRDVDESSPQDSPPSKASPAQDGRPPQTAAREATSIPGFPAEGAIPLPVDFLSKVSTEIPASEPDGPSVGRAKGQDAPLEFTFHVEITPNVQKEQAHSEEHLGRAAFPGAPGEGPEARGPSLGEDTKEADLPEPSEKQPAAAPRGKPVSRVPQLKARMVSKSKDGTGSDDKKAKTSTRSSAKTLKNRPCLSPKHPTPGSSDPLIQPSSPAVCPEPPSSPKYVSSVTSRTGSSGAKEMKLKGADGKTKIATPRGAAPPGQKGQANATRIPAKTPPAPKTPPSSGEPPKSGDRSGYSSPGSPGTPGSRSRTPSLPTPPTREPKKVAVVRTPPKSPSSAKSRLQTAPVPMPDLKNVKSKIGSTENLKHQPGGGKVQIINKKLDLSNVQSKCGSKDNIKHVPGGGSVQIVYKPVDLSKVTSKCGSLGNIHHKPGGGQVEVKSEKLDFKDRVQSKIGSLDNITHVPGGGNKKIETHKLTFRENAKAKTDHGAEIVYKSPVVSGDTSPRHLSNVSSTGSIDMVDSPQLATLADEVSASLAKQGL
#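 Read-out: ThS fluorescence, 450 nm excitation/510 nm emission; lower signal marks blocked filament formation or displaced dye. Tau at 1 uM with 30 uM ODS, 10 uM ThS, 5 mM DTT, 100 mM NaCl, 10 mM HEPES pH 7.4; 15 h, 37 C.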
# CRE-bla Fsk: CRE-bla signaling modulation under forskolin stimulation | CHO CRE-bla reporter (cAMP response element driving beta-lactamase), forskolin EC10, beta-lactamase ratio | AID 662 | Potency, µM (doses to about 38.2 µM), without a hit: top-dose activity change, negative = inhibition, most hits filed as activators | 71,000 tested, 2.5% active; active means well fitted activation curve with a large enough effect in the signal ratio, with a control signal flat, not every such curve was filed as active; inconclusive means small, poorly fitted or top-dose-only effect, or effect the other way, or a change in a side signal; the % refers to the signal ratio; further: potency means the concentration at half of the fitted maximal effect; % of control where 0% means no effect
#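 Modulation of forskolin-driven signalling is measured in CHO cells carrying a CRE-controlled beta-lactamase reporter. Cells are stimulated with EC10 NKH 477 in the presence of titrated compound for 3 h at 37 °C, then loaded with CCF4 for 2 h at room temperature.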
# A350 fluor: A350 region autofluorescence | Compound autofluorescence, 340/450 nm, Alexa 350 dye-equivalents; hits give high values | AID 590 | max dye-equivalent concentration, M | 59,000 tested, 11% active; in the data active means max dye-equivalent concentration above about 10 nM; inconclusive means mostly about 1.1 nM to 9.6 nM
# * = called active by the depositor; i = inactive; u = inconclusive; x = no result given; & = joins results of further samples; [ ] = another dose, or the depositor's remark. Unless noted, the call rests on the fitted dose curve; in most records, active means well fitted curve in the direction sought with a large enough effect; inconclusive means small, poorly fitted or top-dose-only effect, or another doubt; inactive means no such curve, though single readings can be large; an effect the other way counts as inactive or inconclusive.
# Labels used below: A = Caspase-1 inhib; B = FLuc inh; C = BRCT PPI red; D = Caspase-7 inhib; E = BRCT inh green; F = ERK AVP inh; G = HEK293 cAMP ctrl; H = USP2a inh; I = Tau filament bind; J = CRE-bla Fsk; K = A350 fluor
Cc1nc(N2CCN(C)CC2)[nH]c(=O)c1Cc1cccc2ccccc12
  A: -3%	B: -1%	C: -0.2%	D: 1%	E: -0.7%	F: u	G: 19%	H: 12%	I: 3%	J: -24%	K: i

CCCCCC(=O)Cc1cc(O)cc(O)c1C(=O)Oc1cc(CC(=O)CCCCC)c(C(=O)O)c(OC)c1
  A: -1%	B: x	C: 0.4%	D: -1%	E: -0.5%	F: 22%	G: x	H: -27%	I: x	J: x	K: x

CC1CCCCC1NC(=O)COc1ccc(-n2cnnn2)cc1 (stereo unspecified)
  A: 1%	B: -37%	C: -2.4%	D: 5%	E: -0.8%	F: 0%	G: 5%	H: 14%	I: -17%	J: u	K: i

CCn1c(SCc2ccc(OC)cc2)nnc1-c1ccncc1
  A: -4%	B: 1%	C: -1.3%	D: -5%	E: 2.0%	F: -14%	G: 25µM*	H: -6%	I: 52%	J: u	K: i

CN1CCN(c2nc(-c3cccc(C#N)c3)nc3ccccc23)CC1
  A: -1%	B: 2%[2.29 µM]	C: -2.4%	D: 0%	E: 1.4%	F: -22%	G: 23%	H: 28%	I: 60%	J: u	K: i

Cc1sc2ncn(CC(=O)NCc3ccccn3)c(=O)c2c1S(=O)(=O)N1CCOCC1
  A: 1%	B: 2%	C: -0.2%	D: 1%	E: -0.9%	F: 14%	G: -2%	H: 1%	I: 14%	J: -20%	K: i

CCCCOc1ccc(C(=O)NCCCC(=O)N2CCCCC2)cc1
  A: 2%	B: -1%	C: 0.1%	D: 0%	E: -0.7%	F: 12%	G: 21%	H: 8%	I: 4%	J: 0%	K: x

CC(C)NS(=O)(=O)c1ccc(OCC(N)=O)c(Cl)c1
  A: 0%	B: 1%	C: 1.2%	D: -1%	E: -1.0%	F: -22%	G: 5%	H: 2%	I: -4%	J: u	K: i

CCC(=O)NC(C)c1nc2ccccc2n1C (stereo unspecified)
  A: 3%	B: 2%	C: 0.7%	D: 0%	E: -1.6%	F: 5%	G: -2%	H: -6%	I: -4%	J: -19%	K: i

Cc1ccc(OCc2nc(C#N)c(NCc3ccc4c(c3)OCO4)o2)cc1
  A: -3%	B: -2%	C: -0.9%	D: -3%	E: -0.2%	F: u	G: 16µM*	H: -15%	I: 33%	J: 19%	K: i

C=CCc1c(C)nc2c(C(=O)O)cnn2c1C
  A: -1%	B: 1%	C: 0.5%	D: 1%	E: -1.8%	F: -5%	G: -1%	H: -4%	I: -6%	J: 3%	K: u

CSc1cccc(NS(=O)(=O)c2cccs2)c1
  A: 2%	B: -3%	C: -0.7%	D: 0%	E: 1.1%	F: -24%	G: 0%	H: 1%	I: -7%	J: 5%	K: i

COc1ccc(NS(=O)(=O)c2coc(C(N)=O)c2)cc1Cl
  A: -1%	B: -2%	C: 0.2%	D: -2%	E: -1.9%	F: -18%	G: -3%	H: x	I: -6%	J: -2%	K: x

CC(C)(C)c1ccc(C(=O)NCc2cccnc2)cc1
  A: -1%	B: -11%	C: 0.0%	D: -2%	E: -0.3%	F: -1%	G: 13%	H: 0%	I: -1%	J: 4%	K: i

Cc1sc2nc(SCc3nc4ccccc4[nH]3)n(Cc3ccco3)c(=O)c2c1C
  A: -4%	B: 1%	C: -0.4%	D: -5%	E: -0.2%	F: -19%	G: 15%	H: 36%[activator]	I: 9%	J: 0.63µM*	K: u

CCOC(=O)c1oc2ccccc2c1CSc1nnnn1-c1ccc(OC)cc1
  A: 0%	B: 3%	C: 0.5%	D: -2%	E: -1.6%	F: -10%	G: 16µM*	H: -8%	I: 1%	J: u	K: i

Cc1ccc(-c2nnn(CC(=O)N(CC(=O)NCc3ccccc3)c3cccc(C)c3C)n2)o1
  A: -4%	B: -2%	C: -2.6%	D: -2%	E: 9.3%	F: 32%[activator]	G: 14%	H: 24%	I: 6%	J: -10%	K: i

CC1(C)Oc2ccc3ccc(=O)oc3c2-c2cn[nH]c21
  A: -1%	B: -4%	C: -0.5%	D: 3%	E: -0.9%	F: 5%	G: 10%	H: -1%	I: -7%	J: u	K: u

COc1cc(OC)cc(C(=O)NCc2n[nH]c(=S)n2-c2ccccc2OC)c1
  A: 0%	B: 2%	C: 0.0%	D: 0%	E: -0.4%	F: -4%	G: 2%	H: 5%	I: 0%	J: -3%	K: i

O=S(=O)(NCc1ccccc1)c1cccc2nonc12
  A: 2%	B: 1%	C: -1.3%	D: -1%	E: -0.8%	F: u	G: -22%	H: 3%	I: -17%	J: u	K: i

CCCC(N)CCCCCC(=O)O (stereo unspecified)
  A: -1%	B: 2%	C: -0.7%	D: 2%	E: -0.2%	F: 44%	G: 5%	H: 0%	I: -2%	J: 2%	K: x

O=C(NCC(=O)N(c1ccc2c(c1)OCO2)C(C(=O)NC1CCCC1)c1ccncc1)c1ccco1 (stereo unspecified)
  A: 2%	B: 1%	C: -0.1%	D: 8%	E: -1.0%	F: 22%	G: 6%	H: -5%	I: 6%	J: -2%	K: i

CCOC(=O)C1C(C)=CC(=O)CC1c1ccco1 (stereo unspecified)
  A: 1%	B: 2%	C: -0.5%	D: 1%	E: 0.3%	F: 0%	G: 11%	H: 0%	I: 5%	J: -24%	K: i

Cc1ccc(-c2nc(CS(=O)(=O)CC(=O)NCCCN3CCN(C)CC3)c(C)o2)cc1
  A: 0%	B: -11%	C: -0.4%	D: 0%	E: 2.4%	F: -2%	G: 10%	H: x	I: 20%	J: -3%	K: x

COCCOC(=O)C1=C(C)NC(=O)NC1c1ccc(OC(=O)c2ccco2)c(OC)c1 (stereo unspecified)
  A: 0%	B: 2%	C: 2.2%	D: -2%	E: -0.5%	F: -20%	G: -9%	H: 5%	I: -2%	J: -2%	K: x

CC(=O)N1C(C(=O)O)CSC1c1cccc(C)c1 (stereo unspecified)
  A: 0%	B: 2%	C: 1.3%	D: 0%	E: 1.3%	F: 8%	G: 3%	H: -7%	I: 0%	J: -2%	K: i

CCCCN1C(=O)C(NC(C)=O)c2cc(Br)ccc21 (stereo unspecified)
  A: 2%	B: 3%	C: -0.4%	D: -3%	E: -0.9%	F: -7%	G: u	H: 11%	I: 8%	J: u	K: i

NC([N-]/N=C/c1ccccn1)=[S]=[Fe].O=S(=O)(O)O
  A: -3%[11.5 µM]	B: 1%[11.4 µM]	C: -0.7%[15.4 µM]	D: -1%[11.5 µM]	E: -0.5%[15.4 µM]	F: -10%[11.5 µM]	G: -4%[11.4 µM]	H: x	I: 0%[11.4 µM]	J: 13%[7.6 µM]	K: u

CCN1CCN(C(c2cc(OC)ccc2OC)c2nnnn2Cc2ccccc2)CC1 (stereo unspecified)
  A: -1%	B: 1%	C: -0.2%	D: 2%	E: -6.7%	F: -26%	G: 15%	H: x	I: 4%	J: -3%	K: i

O=S(=O)(c1cccc2cccnc12)N1CCc2ccccc21
  A: -5%	B: 2%	C: 1.4%	D: -4%	E: -1.1%	F: -21%	G: u	H: -10%	I: 83%	J: 17%	K: i

O=C(NCCOC(=O)c1ccc(C(=O)OCCNC(=O)c2ccccc2)o1)c1ccccc1
  A: -1%	B: -2%	C: 0.4%	D: -2%	E: -1.3%	F: -13%	G: 5%	H: 11%	I: 7%	J: 2%	K: x

N#C/C(=C\c1ccc(O)c(O)c1)C(=O)NCCCc1ccccc1
  A: -1%	B: -1%[25.5 µM]	C: -1.9%	D: -6%	E: 2.2%	F: u	G: -9%&8%	H: -3%	I: -18%&8%	J: u	K: u

COn1c(SCc2cccnc2)nc2ccccc2c1=O
  A: -2%	B: 4%	C: 1.1%	D: 1%	E: 0.6%	F: -13%	G: u	H: 48%[activator]	I: -2%	J: u	K: i

Cc1sc2nc(C(C)Nc3ccccc3N3CCOCC3)[nH]c(=O)c2c1C (stereo unspecified)
  A: -10%	B: 6%	C: 0.0%	D: -12%	E: 2.7%	F: -12%	G: -12%	H: 17%	I: -1%	J: u	K: u

# 2 records drawn at random from the list so far, as already listed:
# Labels used below: A = Caspase-1 inhib; B = FLuc inh; C = BRCT PPI red; D = Caspase-7 inhib; E = BRCT inh green; F = ERK AVP inh; G = HEK293 cAMP ctrl; H = USP2a inh; I = Tau filament bind; J = CRE-bla Fsk; K = A350 fluor
CCOC(=O)c1oc2ccccc2c1CSc1nnnn1-c1ccc(OC)cc1
  A: 0%	B: 3%	C: 0.5%	D: -2%	E: -1.6%	F: -10%	G: 16µM*	H: -8%	I: 1%	J: u	K: i

CCn1c(SCc2ccc(OC)cc2)nnc1-c1ccncc1
  A: -4%	B: 1%	C: -1.3%	D: -5%	E: 2.0%	F: -14%	G: 25µM*	H: -6%	I: 52%	J: u	K: i
